DT40 TDP1 no CPT – qHTS for Inhibitors of human tyrosyl-DNA phosphodiesterase 1 (TDP1): qHTS in cells in absence of CPT; 15% of 420,000 active; Potency, µM (series often up to 46.2 µM), for inactives: top-dose activity change, negative = growth inhibition, usual class: inhibitors; AID 686978, 2013; DT40 Tdp1-/- hTDP1 cells, no CPT, ATP luminescence, 48 h; further: nearly all actives have a fitted effect of over 55% in size
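Seeded 400 DT40-hTDP1 cells/well (vehicle DMSO, no 20 nM CPT); pinned compounds; ≥48 hr at 37 °C; CellTiter-Glo luminescence as viability measure.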
DT40 TDP1 CPT – qHTS for Inhibitors of human tyrosyl-DNA phosphodiesterase 1 (TDP1): qHTS in cells in presence of CPT. Potency, µM (doses to about 46.2 µM), for the others: top-dose activity change, negative = growth inhibition, hits mostly inhibitors. AID 686979, 2013. chicken DT40 Tdp1-/-;hTDP1 cells + 20 nM CPT, ATP luminescence, 48 h. 12% of 420,000 active; further: nearly all actives have a fitted effect of over 55% in size
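Chicken DT40 Tdp1-/- cells complemented with human TDP1, 400 cells/well, exposed to compounds plus 20 nM camptothecin for at least 48 h at 37 C; viability read as ATP content by CellTiter-Glo luminescence.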
GCN5L2 inh – qHTS Assay for Inhibitors of GCN5L2 | Histone acetyltransferase KAT2A (Homo sapiens), Q92830 | GCN5L2 HAT assay, ThioGlo1 CoA-SH fluorescence | Potency, µM (highest dose often 58.9 µM), for inactives: at the highest dose activity change, negative = inhibition, actives largely listed as inhibitors | 0.21% of 390,000 active
Target sequence (Q92830 whole entry, looked up): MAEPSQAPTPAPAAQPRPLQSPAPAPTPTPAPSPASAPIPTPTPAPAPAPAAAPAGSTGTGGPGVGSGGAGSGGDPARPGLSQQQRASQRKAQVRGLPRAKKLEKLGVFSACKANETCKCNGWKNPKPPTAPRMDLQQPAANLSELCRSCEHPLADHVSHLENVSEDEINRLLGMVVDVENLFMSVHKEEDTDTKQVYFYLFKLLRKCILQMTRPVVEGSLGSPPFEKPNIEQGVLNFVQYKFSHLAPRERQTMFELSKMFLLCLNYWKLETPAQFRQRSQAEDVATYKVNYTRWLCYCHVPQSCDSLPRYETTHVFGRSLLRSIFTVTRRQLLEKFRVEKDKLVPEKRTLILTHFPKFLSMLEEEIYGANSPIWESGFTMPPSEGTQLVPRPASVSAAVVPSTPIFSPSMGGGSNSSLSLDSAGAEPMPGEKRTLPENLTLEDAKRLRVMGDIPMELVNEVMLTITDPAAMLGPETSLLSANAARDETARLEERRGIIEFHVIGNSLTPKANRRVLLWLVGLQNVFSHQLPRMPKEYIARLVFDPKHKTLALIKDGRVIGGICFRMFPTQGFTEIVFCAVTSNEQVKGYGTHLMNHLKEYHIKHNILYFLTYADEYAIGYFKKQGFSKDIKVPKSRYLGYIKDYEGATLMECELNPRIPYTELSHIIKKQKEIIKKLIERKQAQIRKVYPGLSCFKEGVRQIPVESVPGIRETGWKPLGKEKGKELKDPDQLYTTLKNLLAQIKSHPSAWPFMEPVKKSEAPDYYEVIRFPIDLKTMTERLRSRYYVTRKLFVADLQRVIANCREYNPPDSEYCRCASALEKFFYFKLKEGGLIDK
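Preincubate 20nM GCN5L2 with compound 15 min, RT → add 50uM ThioGlo1 + 75uM H3(1-25) + 70uM acetyl-CoA → read fluorescence 0 and 20 min. Primary qHTS; fluorescent artifacts likely.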
Numbers without * were called inactive; ? = inconclusive; · = not tested or not shown; & = joins results of further samples; [ ] = another dose, or the depositor's remark. The call rests on the fitted dose curve; in most records, active means well fitted curve in the direction sought with a large enough effect; inconclusive means small, poorly fitted or top-dose-only effect, or another doubt; inactive means no such curve, though single readings can be large; an effect the other way counts as inactive or inconclusive. On the % scale 0 is the no-effect control and ±100 the full control effect; potency means the concentration at half of the fitted maximal effect.

Values run as follows: DT40 TDP1 no CPT, GCN5L2 inh, DT40 TDP1 CPT
- COc1cccc(/C=N/n2c(N)nc3ccccc32)c1OC
  -24%, -12%, -26%
- COc1ccc(-c2c(C)nn3c(N4CCC(C(=O)NCCC(C)C)CC4)cc(C)nc23)cc1OC
  -14%, -1%, ?
- O=C(CSc1nc2ccccc2c(=O)n1CCCN1CCOCC1)Nc1ccc(Br)cc1
  ?, -5%, ?
- O=C(CN1C(=O)COc2ccccc21)N(Cc1cccnc1)Cc1ccccc1F
  -24%, -9%, -27%
- COC(=O)c1c(C)oc(C)c1S(=O)(=O)Nc1ccc(C(C)C)cc1
  ?, 0%, ?
- CCc1ccc(-n2c(SCc3ccccc3C)nc3[nH]ncc3c2=O)cc1
  21µM*, -7%, ?
- NC(=O)c1ccccc1OCC(=O)c1ccc(Cl)cc1
  ?, 1%, -32%
- CN(C)Cc1cc(CCNC(=O)c2ccc(Cl)cc2)ccc1O
  ?, 5%, 0%
- O=C(Nc1nc2ccccc2[nH]1)c1cccc(S(=O)(=O)N2CCOCC2)c1
  -41%, -3%, -7%
- COc1ccc(OC)c(CN2CCN(C(=O)CCNC(=O)c3ccc(Br)cc3)CC2)c1
  -3%, 0%, 0%
- CC1CC(=O)Nc2ccccc2N1C(=O)Nc1ccc(F)cc1F (stereo unspecified)
  -4%, ?, 9%
- O=c1c2ccccc2[nH]c2ccccc12
  16µM*, -6%, 8.2µM*
- CCCCOC(=O)CCN1C(=O)/C(=C2\SC(=S)N(CCC(=O)OCCCC)C2=O)SC1=S
  -2%, 27%, -3%
- O=c1c2[nH]c3ccccc3c2nc(SCc2ccccc2F)n1-c1ccc(F)cc1
  ?, -17%, ?
- CC(C)NCC(O)COc1ccc(COCCOC(C)C)cc1 (stereo unspecified)
  29%&-7%&0%, 0%&-4%&-6%, 3%&-3%&12%
- Cc1cc(SCCOc2ccccc2)nc(N)n1
  -12%, -16%, ?
- COCCCNC(=O)C1CCC(Cn2c(=O)c3sccc3n(Cc3ccc(F)cc3)c2=O)CC1 (stereo unspecified)
  -24%, -1%, -29%
- Cc1c(NC(=O)C(C)OC(=O)c2cccnc2Cl)c(=O)n(-c2ccccc2)n1C (stereo unspecified)
  21%, 3%, -8%
- Cc1sc2nc(C3CC3)nc(N3CCN(C(=O)c4ccc(Cl)cc4)CC3)c2c1C
  18µM*, -10%, ?
- COc1cccc(Cc2nc3ccccc3nc2SCC(=O)NCc2ccc(C)cc2)c1
  ?, -12%, ?
- CCc1ccc(C(=O)COC(=O)C2CCN(c3ccc(C(F)(F)F)cn3)CC2)cc1
  -30%, -8%, 4%
- O=C(NCc1ccc(F)cc1)NC(=O)c1ccc(Cl)cc1
  11%, -32%, -22%
- Cc1ccccc1C(=O)Nc1ccc(S(=O)(=O)N2CCCC2)cc1
  ?, 0%, -22%
- CCc1ccc(NC(=S)N(Cc2cccnc2)Cc2ccco2)cc1
  18µM*, -5%, ?
- COc1ccc([N+](=O)[O-])cc1C(=O)Nc1ccc(OCC(=O)N2CCOCC2)cc1
  -6%, 1%, -10%
- O=C1CSC(c2ccc([N+](=O)[O-])cc2)N1c1ccccc1F (stereo unspecified)
  0%, 12%, 8%
- CCCCCCCC(=O)Oc1ccc(C(=O)Nc2cc(C)on2)cc1
  6%, 2%, 5%
- CCC(C)[C@@H](C(=O)NCC1CCC(C(=O)O)CC1)n1nnc2ccccc2c1=O (stereo partly specified)
  -6%, 4%, -4%
- CCc1ccc(NC(=O)Cn2c(=O)ccc3cc(S(=O)(=O)N4CCCC4)ccc32)cc1
  -2%, -6%, -14%
- O=C(CSc1ccccn1)Nc1ccc2c(c1)OCO2
  -4%, 2%, 1%

5 records picked at random from those above, as already listed:
Values run as follows: DT40 TDP1 no CPT, GCN5L2 inh, DT40 TDP1 CPT
- Cc1ccccc1C(=O)Nc1ccc(S(=O)(=O)N2CCCC2)cc1
  ?, 0%, -22%
- Cc1c(NC(=O)C(C)OC(=O)c2cccnc2Cl)c(=O)n(-c2ccccc2)n1C (stereo unspecified)
  21%, 3%, -8%
- CCc1ccc(NC(=O)Cn2c(=O)ccc3cc(S(=O)(=O)N4CCCC4)ccc32)cc1
  -2%, -6%, -14%
- O=C(NCc1ccc(F)cc1)NC(=O)c1ccc(Cl)cc1
  11%, -32%, -22%
- CCCCCCCC(=O)Oc1ccc(C(=O)Nc2cc(C)on2)cc1
  6%, 2%, 5%

Continuation.
Values run as follows: DT40 TDP1 no CPT, GCN5L2 inh, DT40 TDP1 CPT
- O=S(=O)(c1ccc2c(c1)OCCO2)N1CCNCC1
  2%, 0%, 13%
- CCOc1ccc(C2NC(=O)c3c(COC)cc(C)nc3N2Cc2ccccc2)cc1OC (stereo unspecified)
  -28%, -7%, -14%
- O=C1c2ccccc2C(=O)N1CCCn1c(=O)oc2ccccc21
  -21%, 1%, -10%
- O=C(Nc1ccc(-c2cn3cccnc3n2)cc1)c1ccccc1F
  16µM*, -1%, ?
- COc1ccc2[nH]c(=O)c(CN(C(=O)c3cccnc3)c3ccc(C)c(C)c3)cc2c1
  ?, -3%, 12µM*
- O=C(c1ccc(F)cc1Cl)N1CCN(CCc2ccccc2)CC1
  -24%, 2%, -29%
- C=CCn1c(=N)n(CC(=O)c2ccccc2)c2ccccc21
  ?, -20%, ?
- COc1ccc(-c2csc(NC(=S)NC(=O)/C=C/c3ccco3)n2)cc1Br
  3.7µM*, -9%, 1.8µM*
- COc1cccc(CNC(=O)CN2C(=O)COc3ccc(S(=O)(=O)N4CCCC4)cc32)c1
  -9%, -7%, -14%
- Clc1ccc(C[n+]2cc(-c3ccccc3)n3c2CCC3)cc1Cl
  3.7µM*, -2%, 6.5µM*
- C=CCn1c(=NC(=O)c2ccco2)sc2cc(C(=O)OC)ccc21
  ?, -1%, ?
- Cc1ccccc1C(=O)c1cccn1CC(=O)NC(C)c1ccc2c(c1)OCCO2 (stereo unspecified)
  ?, -17%, -11%
- O=C1CCCC2=C1C(c1ccncc1)n1c(nc3ccccc31)N2 (stereo unspecified)
  -6%, -16%, ?
- COc1cc(C2=NOC(C(=O)NCc3ccc(F)cc3)C2)cc(OC)c1OC (stereo unspecified)
  0.58µM*, -4%, 0.82µM*
- CN1CCC(N(C)C(=O)c2ccc(Cl)c(S(=O)(=O)N3CCOCC3)c2)CC1
  0%, 2%, -28%
- O=C(Cc1cccs1)N=Nc1c(O)[nH]c2ccc(Br)cc12
  ?, ?, 26µM*
- Cc1ccc(NC(=O)CSc2cc(=O)n(C)c3ccc(Cl)cc23)c(Br)c1
  ?, 1%, ?
- CCc1ccc2occ(CC(=O)Nc3sc4c(c3C(=O)OC)CCC4)c2c1
  18µM*, 2%, 13µM*
- Cc1nc(N2CCC3(CC2)OCCO3)c2nnn(Cc3ccccc3F)c2n1
  ?, -1%[0.501 µM], ?
- COc1ccc(NC(=O)C(=O)c2cn(CC(=O)N3CCCC3)c3ccccc23)cc1
  0.23µM*, -6%, 0.41µM*
- Cc1ccc2oc(=O)c3cc(C(=O)NCCCN4CC(C)CC(C)C4)sc3c2c1 (stereo unspecified)
  ?, 2%, ?
- COCCn1cnnc1SCC(=O)Nc1cc(OC)c([N+](=O)[O-])cc1C
  -5%, 0%, -13%
- CC(C)CCC(C)N=Cc1c(O)n(Cc2ccccc2)c(=O)c2ccccc12 (stereo unspecified)
  ?, -8%, ?
- CCOC(=O)CSc1n[nH]c(NC(=O)c2ccccc2)n1
  -3%, 60%[activator], -16%
- O=[N+]([O-])c1ccc(N=Cc2ccc(Br)c([N+](=O)[O-])c2)cc1
  5.2µM*, -6%, 5.2µM*
- FC(F)(F)c1ccc(-c2csc(-c3ccno3)n2)cc1
  -23%, ?, -5%
- CSc1ccc(-c2nc(CSCC(=O)NCCCN3CCOCC3)c(C)o2)cc1
  -30%, 0%, -14%
- Cc1ccc(NC(=O)c2sc3nc(C)nc(N4CCN(c5ccccn5)CC4)c3c2C)c(C)c1
  ?, -12%, -26%
- CS(=O)(=O)c1ccc(C(=O)NCC2(N3CCCCC3)CCCCC2)cc1
  -9%, 1%, -5%
- CCc1ccc(NC(=O)CSc2nc3c([nH]c4ccccc43)c(=O)n2-c2ccc(C)cc2)cc1
  ?, 8%, -24%

Exported as a markdown table: two of the compounds above.
| Molecule | DT40 TDP1 no CPT | GCN5L2 inh | DT40 TDP1 CPT |
| --- | --- | --- | --- |
| Cc1ccc2oc(=O)c3cc(C(=O)NCCCN4CC(C)CC(C)C4)sc3c2c1 (stereo unspecified) | ? | 2% | ? |
| COCCn1cnnc1SCC(=O)Nc1cc(OC)c([N+](=O)[O-])cc1C | -5% | 0% | -13% |

Remaining list, next part.
Values run as follows: DT40 TDP1 no CPT, GCN5L2 inh, DT40 TDP1 CPT
- O=C(c1ccco1)N1CCN(C23CC4CC(CC(C4)C2)C3)CC1
  9%, 1%, -10%
- O=C(CSc1ccc2c(c1)OCCO2)Nc1cccnc1Cl
  ?, -1%, -20%
- O=C(C1CCCN(c2ncnc3c2nc2n3CCCCC2)C1)N1CCN(c2cccc(Cl)c2)CC1 (stereo unspecified)
  18µM*, -8%, 23µM*
- CC1Oc2ccccc2N(CC(=O)NCc2ccccc2)C1=O (stereo unspecified)
  -8%, 7%, -10%
- CCOC(=O)c1c(C)[nH]c(C(=O)N2CCN(CC)CC2)c1C
  -25%, -4%, 5%
- Cc1cc(N2C(=O)C3CC=CC(C)C3C2=O)no1 (stereo unspecified)
  -16%, 3%, -1%
- CCCCN1C(=O)C(CC(=O)NC2CCCC2)CC(C(=O)N(CC)CC)=C1C (stereo unspecified)
  -18%, ·, 2%
- Cc1cccc(NC(=O)CSc2cn(CC(=O)N3CCOCC3)c3ccccc23)c1
  ?, -3%, -22%
- CCc1ccc(CNC(=O)c2cnc(N3CCCCC3)c3ccccc23)cc1
  26µM*, -10%, 23µM*
- O=S(=O)(c1ccc2ccccc2c1)n1nc(-c2ccco2)nc1NCc1cccc(Cl)c1
  ?, -8%, ?
- CCCCCCCCNCCS(=O)(=O)NCc1ccccc1
  16µM*, ·, ?
- COC(=O)NC(=S)Nc1ccc(Oc2ccc(Cl)cc2Cl)c(Cl)c1
  4.6µM*, -5%, 9.2µM*
- O=[N+]([O-])c1ccc(O)c(C=NN2CCCCC2)c1
  -27%, ·, ?
- CC1(N2CCOCC2)CC2(O)C(=[N+]1[O-])CCc1c2no[n+]1[O-] (stereo unspecified)
  ?, -6%, ?
- CCc1ccc(C(C(=O)NC2CCCC2)N(CCOC)C(=O)CCC(=O)Nc2cc(C)on2)cc1 (stereo unspecified)
  -15%, 0%, 1%
- O=C(c1ccccc1)N1CCN(c2ncnc3sc4c(c23)CCC4)CC1
  23µM*, -14%, 21µM*
- COc1cc(-c2ccno2)ccc1S(=O)(=O)N1CCN(c2cc(C)ccc2C)CC1
  ?, -21%, ?
- COc1ccc2nc(NS(=O)(=O)c3ccc(NC(C)=O)cc3)sc2c1
  -13%, 2%, 6%
- CCCCn1c(N)c(N(CCOC)C(=O)CN(C)CC(=O)Nc2ccc(Cl)c(Cl)c2)c(=O)[nH]c1=O
  ?, 1%, 18µM*
- CCOCC(=O)Nc1cc(C(F)(F)F)ccc1Oc1cccc(Br)c1
  ?, -7%, -28%
- COc1ccc(NC(=O)CC2S/C(=N\c3nccs3)N(C)C2=O)cc1 (stereo unspecified)
  2%, 4%, 3%
- CCCC(=O)NC(c1ccc(OC)c(OC)c1)c1c(O)ccc2ccccc12 (stereo unspecified)
  -2%, 1%, -13%
- COc1cccc(CN2CCN(C(=O)Nc3ccc([N+](=O)[O-])cc3)CC2)c1
  ?, -1%, ?
- Cc1ccc(C(=O)O/N=C2\CCS(=O)(=O)c3sccc32)cc1
  -16%, -8%, -8%
- O=C(Cc1cccc2ccccc12)NNC(=O)c1ccc(Br)o1
  4%, -15%, 2%
- COC(=O)[C@]12CCCCC=C1N(Cc1ccc(Cl)cc1Cl)C(=O)[C@H](CC(=O)NCC1CCCCC1)C2
  18µM*, ·, ?
- CCOC(=O)C1CCN(S(=O)(=O)c2cc3c4c(c2)CC(=O)N4CCC3)CC1
  ?, 3%, -10%
- O=C(COc1ccccc1)Nc1cccc(-c2ccc(N3CCOCC3)nn2)c1
  9.2µM*, -3%, ?
- CCN(CC)S(=O)(=O)c1cccc(C(=O)OC2CCOC2=O)c1 (stereo unspecified)
  -65%, -23%, ?
- O=C(Nc1ccc(F)cc1)Nc1ccc2ccccc2n1
  8%, -3%, ?
- COc1ccc(NC(=O)CCNC(=O)N2CC(=O)Nc3ccccc32)cc1
  8%, ·, -3%
- COc1ccc2nc(-c3ccccc3)cc(C(=O)OCC(=O)NC3CC3)c2c1
  0%, 0%, 11%
- CCc1ccc(S(=O)(=O)/N=C2\C=C(Nc3ccc(O)cc3)C(=O)c3ccccc32)cc1
  3.3µM*, -15%, 4.1µM*

Source: PubChem (National Center for Advancing Translational Sciences (NCATS))

An excerpt; rates above refer to the full screens.
